Bioassay records from PubChem.
SR-BI HDL uptake = inhibitors of mouse SR-BI mediated HDL lipid uptake; ldlA[mSR-BI] CHO cells, DiI-HDL uptake fluorescence, 3 h; inhibition, % at 12.5 µM; 320,000 tested, 0.96% active; AID 488896;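 active = mean replicate inhibition of at least 70% and a set share of replicates each scoring 70 or more; inconclusive = meets just one of the two criteria; inactive = fails both criteria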;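 note: 0% = median of neutral control wells and 100% = median of positive control wells; values of inactives mirror those of a sister screen read the other way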
Target sequence (Q61009 whole entry, looked up): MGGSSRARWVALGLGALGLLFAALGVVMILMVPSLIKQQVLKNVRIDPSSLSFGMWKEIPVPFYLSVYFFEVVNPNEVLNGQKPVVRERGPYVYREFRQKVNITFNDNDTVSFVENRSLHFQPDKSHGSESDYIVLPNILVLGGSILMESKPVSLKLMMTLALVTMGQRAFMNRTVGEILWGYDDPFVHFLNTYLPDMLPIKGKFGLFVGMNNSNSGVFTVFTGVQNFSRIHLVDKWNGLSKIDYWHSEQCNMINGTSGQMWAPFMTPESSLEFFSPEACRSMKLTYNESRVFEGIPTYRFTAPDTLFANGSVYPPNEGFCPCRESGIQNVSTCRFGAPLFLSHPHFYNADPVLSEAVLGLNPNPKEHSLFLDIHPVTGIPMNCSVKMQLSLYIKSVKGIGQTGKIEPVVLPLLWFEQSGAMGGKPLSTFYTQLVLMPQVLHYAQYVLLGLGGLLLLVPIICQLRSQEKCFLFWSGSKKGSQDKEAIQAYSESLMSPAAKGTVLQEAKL
NSD2 inh = blocks human histone methyltransferase NSD2; inhibition, % at 12.5 µM; O96028; NSD2 peptide methylation, AlphaScreen, 120 min; 310,000 tested, 0.54% active; in the data active = inhibition above about 50%
SR-BI DiI-HDL act = SR-BI HDL lipid transfer activation; AID 504775; 320,000 tested, 0.096% active; CHO ldlA[mSR-BI] cells, DiI-HDL uptake fluorescence, 3 h; 100 = double the neutral-control signal; activation, % at 12.5 µM;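 active = mean replicate activation of at least 60% and every replicate at or above 60%; inconclusive = mean or all-replicate condition met, but not both; inactive = mean below 60% and not all replicates reaching 60%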;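 note: 0% = median plate neutral-control signal and 100% = twice that signal; values of inactives mirror those of a sister screen read the other way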
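Material: SR-BI-overexpressing, LDLR-lacking CHO cells; schedule: compound exposure 3 h, 37 °C; reagent: DiI-labelled HDL at 10 µg/mL final; technique: bottom-read fluorescence, 550/595 nm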
PfHsp90 set2 = inhibits growth of yeast expressing Plasmodium falciparum Hsp90; S. cerevisiae expressing PfHsp90, BacTiter-Glo ATP, 48 h; yeast lacking PDR1 and PDR3 efflux regulators; inhibition, % at 9.4 µM; 310,000 tested, 0.32% active; AID 504621;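 active = every replicate shows inhibition above about 80%, whatever the replicate mean, limit read from the data; inconclusive = mean inhibition reaches the set limit but some replicate falls short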;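 note: 0% = DMSO neutral controls and 100% = 20 µM radicicol positive controls; yeast relying on Plasmodium falciparum Hsp90 in place of its own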
dFosB act = activators of mouse delta FosB homodimer; purified delta FosB, TAMRA-CDK5 oligo fluorescence polarization; percent of positive-control signal above neutral wells; 340,000 tested, 0.99% active; AID 493131; activation, % at 25 µM; P13346;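 active = mean activation above about 17%, with every replicate also reaching it, limit read from the data, passing the limit was not always enough; inconclusive = only one of the two conditions met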;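 note: fluorescence polarization rise as delta FosB binds a TAMRA Cdk5 AP-1 oligo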
MITF TRPM1 HTS = increases MITF-driven TRPM1 promoter luciferase signal; SK-MEL-5 TRPM1-promoter luciferase, 24 h; % of positive control, neutral wells = 0; AID 588334; activation, % at 12.5 µM; 300,000 tested, 0.75% active;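 active = mean activation of at least 80% with every replicate also reaching 80%; inconclusive = mean reaches 80% but some replicate falls short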;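 note: 0% = neutral control wells and 100% = parthenolide positive control wells; values of inactives mirror those of a sister screen read the other way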
PvdQ inh = blocks Pseudomonas aeruginosa PvdQ acylase activity; purified PvdQ acylase, fluorescence plate reader; AID 488965; inhibition, % at 10 µM; 340,000 tested, 0.063% active; in the data active = inhibition above about 30%, passing the limit was not always enough; inconclusive = no clear call, values can overlap the other calls;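 note: 0% = vehicle neutral wells and 100% = reference inhibitor wells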
CAL PDZ FP-1 = human CAL PDZ-peptide interaction inhibition | Q9HD26 | purified CAL PDZ, TMR-peptide fluorescence polarization, 1 h | inhibition, % at 20 µM | 330,000 tested, 0.02% active | AID 504414;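 active = highest replicate inhibition of at least 40%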;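 note: plate controls were DMSO neutral control wells for no effect and unlabeled competitor peptide control wells for full effect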
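Material: tagged CAL PDZ domain; buffer or medium: 25 mM sodium phosphate pH 7.4, 150 mM NaCl, TCEP, IgG, Thesit; compound dosing: single point, 20 µM; schedule: 1 h incubation at room temperature before polarization reading; measured by: FP readout, S and P plane fluorescence; read-out basis: percent inhibition from loss of millipolarization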
CAL PDZ FP-2 = CAL PDZ (human) peptide binding inhibition; Q9HD26; purified CAL PDZ, TMR-peptide fluorescence polarization, 1 h; inhibition, % at 24.9 µM; 300,000 tested, 0.92% active; AID 602252;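 active = mean inhibition of at least 30% with at least half of replicates also reaching 30%; inconclusive = no clear call, values can overlap the other calls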;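 note: 0% = DMSO neutral control and 100% = excess unlabeled competitor peptide PRC23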
Rtt109 Vps75 = C. albicans Rtt109 histone acetyltransferase inhibition. 330,000 tested, 0.16% active. inhibition, % at 34.9 µM. Q5AAJ8. purified Rtt109/Vps75, ThioGlo CoA-SH fluorescence, 4 h;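 active = inhibition of at least 50% in every replicate; inconclusive = best replicate reaches 50% inhibition but some replicates fall short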
Target sequence (Q5AAJ8 whole entry, looked up): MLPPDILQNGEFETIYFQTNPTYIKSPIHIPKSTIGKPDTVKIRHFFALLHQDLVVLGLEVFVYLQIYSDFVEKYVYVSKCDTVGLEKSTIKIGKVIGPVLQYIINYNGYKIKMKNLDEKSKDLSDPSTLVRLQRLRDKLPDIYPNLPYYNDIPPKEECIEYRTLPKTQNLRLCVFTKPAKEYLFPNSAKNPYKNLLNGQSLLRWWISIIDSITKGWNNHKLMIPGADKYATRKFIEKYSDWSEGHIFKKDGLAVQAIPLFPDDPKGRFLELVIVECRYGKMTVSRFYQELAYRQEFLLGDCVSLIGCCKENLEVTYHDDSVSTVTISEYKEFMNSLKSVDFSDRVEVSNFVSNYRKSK
* hit, by the source's call; ? = inconclusive; nt = not tested or not shown.

SMILES,MITF TRPM1 HTS,dFosB act,SR-BI DiI-HDL act,Rtt109 Vps75,PvdQ inh,PfHsp90 set2,CAL PDZ FP-2,CAL PDZ FP-1,SR-BI HDL uptake,NSD2 inh
CCOC(=O)C1CCN(C(=O)N(CC)CC)CC1,-3.1,-3.9,30.4,nt,-8.9,-2.6,1.1,-1.5,-30.4,-2.6
CNC(=O)c1nnsc1S(=O)c1ccc(Cl)cc1 (configuration not stated),-60.3,-4.2,-3.9,?,3.4,-19.6,1.6,nt,3.9,-0.3
CCN(CC)C(=O)CC(c1ccc2c(c1)OCO2)c1c(OC)cc(OC)c2ccc(=O)oc12 (configuration not stated),2.5,-8.8,-4.6,-17.1,-8.8,-0.1,-1.2,-0.5,4.6,nt
Cc1cc(C)n2nc(C(=O)OCC(=O)N(C)CC(=O)Nc3ccccc3Cl)nc2n1,0.9,-3.9,34.8,-1.2,-12.1,-15.1,4.4,-0.2,-34.8,3.4
Cc1cc(NC(=O)c2cccs2)no1,13.2,4.0,10.6,-6.3,-10.9,7.7,0.3,0.7,-10.6,-2.5
Cc1ccc(/C=N/NC(=S)NCCc2ccccc2)s1,nt,-0.5,25.0,-26.2,-1.7,-1.3,nt,0.6,-25.0,1.2
CCC(Oc1ccccc1)C(=O)Nc1ccccc1OC (configuration not stated),-1.3,-0.4,-19.5,-6.2,-6.7,-34.1,-3.8,-2.4,19.5,-3.3
Nc1c(N(Cc2ccco2)C(=O)c2ccc(Cl)cc2)c(=O)[nH]c(=O)n1Cc1ccccc1,-3.1,-5.2,12.1,-10.2,-13.2,nt,-2.5,0.2,-12.1,0.6
C=CCOc1ccccc1/C=N/NC(=O)Cc1ccccc1,nt,-0.7,-21.3,10.8,-12.3,24.0,-6.0,-0.8,21.3,3.9
CN1CCN(c2ccccc2NC(=O)c2cc(Br)ccc2Cl)CC1,-4.4,-4.1,-54.6,11.0,3.9,1.6,nt,0.7,54.6,6.4
COC(=O)c1c(NC(=O)Cc2cccs2)sc2c1CCC(C)C2 (configuration not stated),75.1,-5.3,-70.4,-10.9,2.7,9.8,-1.4,-0.9,?,1.7
COCCn1c(/C=C/c2ccccc2)nc2ccccc21,96.8*,1.1,-0.4,3.7,-44.9,nt,-3.0,0.4,9.7,-8.4
COC(=O)COc1ccc2c(=O)c(Oc3ccccc3Br)coc2c1,-0.8,3.0,-4.2,19.4,-3.7,-11.8,nt,0.6,4.2,-3.2
Cc1ccc(CNc2ccc(N3CCOCC3)cc2)s1,75.7,-10.1,nt,5.9,12.0,-5.5,1.4,-1.2,-26.9,16.2
COc1ccc(NC(=O)COc2ccccc2Cc2ccccc2)cc1S(=O)(=O)N1CCOCC1,-22.6,-8.1,-11.2,0.5,-9.2,nt,-0.2,-1.4,11.2,0.7
O=C(CSc1nc2c(c(=O)n1-c1ccc(Cl)cc1)SCC2)Nc1nccs1,-13.3,1.6,-12.4,-7.1,1.5,-17.4,-1.1,-1.8,12.4,nt
O=C(COC(=O)/C=C/c1cccc([N+](=O)[O-])c1)Nc1cccnc1Cl,5.2,8.4,20.3,-8.6,-11.3,4.7,-4.0,0.1,-20.3,-0.8
Cc1ccc(OCC(=O)Nc2ccc([N+](=O)[O-])cc2)cc1,-3.3,1.4,24.5,-0.4,10.1,-3.6,-1.8,-2.7,-24.5,-1.2
COC(=O)C(C)(C)NC(=O)c1cccs1,nt,-8.4,24.7,-4.4,-5.7,3.8,-1.3,0.5,-24.7,124.3*
COc1ccc(CN(C)CC(=O)Nc2cc3oc4ccccc4c3cc2OC)c(OC)c1,2.0,-3.3,-56.9,-0.7,-4.1,-2.7,-2.7,0.3,56.9,-4.9
CN(C)c1ccc(C2N(c3ccc(F)cc3)C(=O)C3CCCN32)cc1 (configuration not stated),nt,-0.5,7.6,-0.2,-5.5,nt,nt,0.7,-7.6,nt
CC1(C)Cc2c(c(=S)nc(-c3ccccc3)n2CCOCCO)CO1,11.2,-2.7,13.8,10.6,-3.5,-12.8,-1.2,-1.2,-13.8,-4.5
O=C(Nc1cccc(/C=C/c2ccccn2)c1)c1ccc(-n2cncn2)cc1,18.2,6.0,-59.8,-7.7,-16.9,0.6,-6.0,-1.8,59.8,0.3
CCCc1nc(Cl)c(C#N)c2c1CCCC2,8.5,2.0,-0.8,-3.3,-5.6,-0.1,-0.3,-2.5,0.8,-1.3
CN(C)c1ccc(CN(C(=O)c2cccs2)C2CCS(=O)(=O)C2)cc1 (configuration not stated),0.3,-4.2,8.5,24.1,-9.1,-18.7,1.7,-4.4,-8.5,8.2
COc1cccc2cc(C(=O)Nc3cccnc3N3CCOCC3)c(=O)oc12,-4.6,9.8,nt,9.4,13.3,-1.5,-1.2,-1.8,nt,-0.9
CCOc1cc(/C=C/c2cc(C(=O)O)c3ccccc3n2)ccc1OC,21.0,-6.7,-2.5,-2.1,-7.8,-21.6,2.5,-1.5,2.5,-6.3
COCCNC(=O)CCc1nc2cccnc2n1Cc1ccc(OC)cc1,-3.5,6.4,36.2,0.5,-18.3,-3.2,0.6,0.5,-36.2,1.9
FC(F)(F)c1cc(Nc2ccccc2)nc(-c2ccccn2)n1,14.0,-5.1,-13.3,2.3,-7.9,9.1,-4.3,-2.4,13.3,0.3
COc1cc(-c2nnn(CC(=O)NCc3ccccc3)n2)cc(OC)c1OC,-4.0,-0.1,-16.7,2.0,1.3,17.0,-2.5,-3.3,16.7,-2.9
COC(=O)c1c(NC(=O)C(=O)NCCCN2CCOCC2)sc2c1CCCC2,5.0,?,1.4,22.9,7.0,-26.2,-2.1,-2.9,-1.4,-0.1
Cc1cc(C)cc(Oc2ccc(NC(=O)C3CC=CCC3C(=O)O)cc2)c1 (configuration not stated),3.6,-3.9,0.0,-2.3,-13.4,-7.8,-6.5,-3.8,0.0,-3.4
O=C(Nc1nc(C2C3CC4CC(C3)CC2C4)cs1)c1cc2cc([N+](=O)[O-])ccc2oc1=O (configuration not stated),nt,-3.3,-5.1,4.6,-11.4,nt,-1.0,-0.2,5.1,3.5
Cc1cc(C)cc(N(CC(=O)NCc2ccccc2Cl)S(=O)(=O)c2c(C)[nH]c(=O)[nH]c2=O)c1,-11.3,-9.5,-30.3,2.3,-10.0,1.4,0.3,-3.4,30.3,nt
CCOC(=O)C1(C(=O)OCC)NC(=O)CC1C(C)C (configuration not stated),8.7,-4.3,6.6,-3.3,-15.3,nt,nt,0.9,-6.6,-2.7
CCOC(=O)C1(Cc2cccc(OC)c2)CCN(Cc2cccc3cnccc23)CC1,-8.1,-8.7,12.4,3.4,11.1,8.7,6.0,-0.8,-12.4,0.7
Cn1cccc1/C=N/NC(=O)CSc1nc2ccccc2n1C,nt,0.5,1.0,6.9,-8.2,-2.5,-0.1,-0.2,-1.0,4.2
CC(C)CC(=O)N1CCN(Cc2ccc3ccccc3c2)CC1,nt,5.9,30.3,7.6,3.3,18.8,-4.2,-1.5,-30.3,-1.0
Cc1cc(C(=O)CC#N)c(C)n1CC(F)(F)F,-1.9,1.8,-3.8,5.4,-13.7,5.1,nt,0.2,3.8,0.5
CCCn1c(N)c(C(=O)CSc2n[nH]c(-c3ccccc3F)n2)c(=O)n(C)c1=O,-7.1,-5.5,3.4,18.3,12.4,6.5,-6.1,0.8,-3.4,33.1
Cc1cnc(C)c(N(C)NC(=S)Nc2ccccc2)n1,-2.3,-4.1,17.6,0.8,8.0,-18.5,-1.2,-0.1,-17.6,-1.9
CCc1nnc(NC(=O)CSc2nnc(-c3ccco3)n2CCOC)s1,-2.4,2.1,-7.2,-2.4,-9.8,14.9,-2.1,-0.9,7.2,-3.0
Cc1ccc2c(c1)cc(C(=O)NCc1ccccc1)n2C,nt,-6.9,-4.8,-5.3,19.4,0.1,-2.9,1.3,4.8,-2.3
CC(C)C(NC(=O)c1ccco1)C(=O)NCC(c1ccco1)N(C)C (configuration not stated),nt,-10.3,8.4,-2.1,-1.5,-12.1,-1.2,0.4,-8.4,-0.4
Cc1ccc(-c2nn(CC(=O)NCC3CCCO3)c(=O)c3ccccc23)cc1 (configuration not stated),-15.4,-7.8,-10.2,-4.0,-10.4,-28.5,-3.5,-2.8,10.2,-5.3
Cc1ccccc1-c1nnc(-c2cccs2)o1,48.7,-18.1,nt,1.6,6.1,7.8,8.6,-0.2,nt,-0.1
N=C1N(c2ccccc2)C(=S)C(=Nc2ccccc2)N1c1ccccc1,-46.4,-4.1,-23.8,2.5,-8.3,24.0,-3.9,-0.8,23.8,-0.1
O=C(COC(=O)/C=C/c1ccc(C(F)(F)F)cc1)NCC1CCCO1 (configuration not stated),-3.5,-0.3,39.0,9.7,-4.2,-10.1,-6.8,0.1,-39.0,2.6
CC(=O)NC(CC(=O)OCC(=O)Nc1cc(S(=O)(=O)N2CCCCC2)ccc1C)c1ccccc1 (configuration not stated),0.0,-8.4,-1.6,-3.2,-1.1,nt,nt,-0.6,1.6,2.4
CC[C@H](C)[C@H](NS(=O)(=O)c1ccc(C)cc1)C(=O)N1CCC(C(=O)N[C@H](C(=O)O)C(C)C)CC1,-3.3,1.2,20.5,2.4,3.2,-5.8,nt,-0.9,-20.5,-3.8
CN(C)CCOC(=O)CCc1ccccc1,16.3,4.4,13.4,0.3,2.2,-15.6,-5.0,0.3,-13.4,-0.4
